# bovine MsrA act – bovine methionine sulfoxide reductase A activation; purified bovine MsrA, absorbance read-out; activation, % at 10.6 µM; actives 0.3% (n = 360,000); AID 602163; in the data active means activation above about 7.5%;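 further: 0% = vehicle and 100% = reference activator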
# E coli Lon inh – inhibits E. coli Lon protease; actives 0.42% (n = 360,000); P0A9M0; purified E. coli Lon protease, fluorescence polarization; inhibition, % at 7.94 µM; in the data active means inhibition above about 13%, passing the limit was not always enough;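 further: 0% = enzyme with probe and DMSO and 100% = no enzyme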
# PABP1 MLLE inh – inhibitors of microRNA-mediated deadenylation, human PABP1 MLLE binding; P11940; GST-MLLE / FITC-PAM2 fluorescence polarization; inhibition, % at 20 µM; actives 0.36% (n = 360,000); in the data active means inhibition above about 35%, passing the limit was not always enough;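 further: plate controls were DMSO wells with GST-MLLE for no effect and wells lacking GST-MLLE protein for full effect; some results filed as inactive read as strong as hits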
# CendR NRP1 mod – NRP-1/CendR interaction modulation; FAM-RPARPAR peptide binding to NRP-1, fluorescence polarization; inhibition, % at 25 µM; actives 0.85% (n = 360,000);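 active means inhibition or corrected inhibition above about 18%, plus a signal ratio from 0.5 to 1.5, limit read from the data, passing the limit was not always enough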; further: strong numbers were not always called active
# Neddylation inh – cullin neddylation inhibition; P61081+Q13564; calls only at 25 µM; actives 0.58% (n = 360,000); TR-FRET cullin neddylation, biochemical; AID 651699; in the data active means inhibition above about 36%
# Target sequence (P61081 whole entry, looked up): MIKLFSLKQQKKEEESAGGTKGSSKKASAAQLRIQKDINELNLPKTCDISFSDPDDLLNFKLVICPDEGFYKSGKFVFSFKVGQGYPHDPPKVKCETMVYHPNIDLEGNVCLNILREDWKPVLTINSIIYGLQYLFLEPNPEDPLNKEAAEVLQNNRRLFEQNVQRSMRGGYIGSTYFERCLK
# Target sequence (Q13564 whole entry, looked up): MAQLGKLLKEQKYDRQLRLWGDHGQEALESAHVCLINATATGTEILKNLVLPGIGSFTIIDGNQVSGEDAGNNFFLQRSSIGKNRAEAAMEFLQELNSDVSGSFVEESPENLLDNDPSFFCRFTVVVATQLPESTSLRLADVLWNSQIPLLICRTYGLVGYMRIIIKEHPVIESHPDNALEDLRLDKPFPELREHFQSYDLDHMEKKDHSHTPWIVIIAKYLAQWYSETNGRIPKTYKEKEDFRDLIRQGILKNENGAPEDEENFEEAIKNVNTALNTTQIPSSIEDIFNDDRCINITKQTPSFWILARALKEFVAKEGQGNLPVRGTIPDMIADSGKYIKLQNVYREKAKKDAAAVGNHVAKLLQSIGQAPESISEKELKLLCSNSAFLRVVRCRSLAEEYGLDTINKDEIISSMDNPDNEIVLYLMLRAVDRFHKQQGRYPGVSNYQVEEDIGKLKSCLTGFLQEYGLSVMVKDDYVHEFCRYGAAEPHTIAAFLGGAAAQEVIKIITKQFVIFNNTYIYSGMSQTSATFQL
# SKN-1 block – blocks SKN-1 activity in C. elegans. C. elegans VP596 Pgst-4::GFP/RFP ratio, acrylamide-induced, 24 h. inhibition, % at 21.8 µM. actives 0.49% (n = 360,000). AID 624304;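 active means interference check ratio from 0.5 to 1.5 plus GFP to RFP signal ratio inhibition reaching or exceeding a fixed threshold, cut at about 30% in these data, passing the limit was not always enough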; further: some compounds called inactive have numbers as strong as hits
# Rin1 Abl inh – inhibitors of human Rin1-Abl protein interaction | P00519+Q13671 | TR-FRET Rin1/Abl binding, biochemical | inhibition, % at 7.35 µM | actives 0.4% (n = 360,000); in the data active means inhibition above about 5%, passing the limit was not always enough
# MT1-MMP act inh – MT1-MMP (human) activation inhibition; GFP/RFP ratio change, % at 20 µM; HT1080 RFP-PRO-GFP cells, GFP/RFP ratio fluorescence, overnight; percent of plate control window, DMSO zero; actives 0.061% (n = 360,000);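 active means GFP/RFP ratio change of at least 30% with cell ATP level not reduced by more than half and red fluorescence within 50% of control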; further: strong numbers were not always called active
#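 Test system: HT1080 cells expressing an RFP-PRO-GFP fluorescent reporter construct / Compound dosing: single-point 20 µM compound, 1% DMSO / Schedule: cells overnight before dosing, compound overnight, 37 °C, 5% CO2 / Evaluation: GFP/RFP fluorescence ratio / Control set: DMSO and RFP-L50D-GFP cell wells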
# FAS TE block – FAS thioesterase (human) inhibition. P49327. recombinant FAS-TE, OMFH fluorogenic substrate, fluorescence endpoint. inhibition, % at 15 µM. actives 0.67% (n = 360,000). AID 602261;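 active means compounds whose normalised, plate-corrected inhibition of enzyme fluorescence in the single-dose primary screen is 50% or more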;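 further: 0% = DMSO with enzyme and 100% = substrate without enzyme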
# * = called active by the depositor; i = inactive.
SMILES,bovine MsrA act,E coli Lon inh,PABP1 MLLE inh,CendR NRP1 mod,Neddylation inh,SKN-1 block,Rin1 Abl inh,MT1-MMP act inh,FAS TE block
COc1ccc(CN(C)C[C@H]2OCCCC[C@H](C)Oc3ccc(NC(=O)CCC(F)(F)F)cc3C(=O)N([C@@H](C)CO)C[C@@H]2C)cc1,-12,-4,-19,7,i,4,-1,-3,-5
Cc1ccc(S(=O)(=O)Nc2ccccc2-c2nc3ccccc3[nH]c2=O)cc1,-4,-4,8,-2,i,-3,1,-5,3
CCCCn1c(N)c(N(CCOC)C(=O)c2ccc(-c3ccc(Cl)cc3)o2)c(=O)[nH]c1=O,-9,-10,5,3,i,-11,-1,-3,12
COc1ccc(C(=O)N2CCN(c3ccc(C)cc3C)CC2)cc1OC,0,-2,-9,-11,i,9,-2,1,1
CCOC(=O)C(C)Oc1c(Br)cc(C2NC(=O)NC(C)=C2C(C)=O)cc1OCC (configuration not stated),-5,-9,5,-2,i,12,3,0,0
CCOC(=O)N1CCC(NC(=O)c2cccn3c(=O)c4cc(Br)ccc4nc23)CC1,-2,-10,3,-10,i,12,2,-5,8
COc1ccccc1OCCC(=O)Nc1nc(C)cs1,-3,-1,10,-5,i,-11,-3,0,-3
Cc1nc2ccccn2c1C(=O)Nc1ccc2c(c1)OCCO2,-2,8,3,2,i,0,-1,6,-4
CCOC(=O)C1CCN(C(=O)c2sc3nc(-c4ccccc4)cn3c2C)CC1,-1,1,4,-12,i,22,-5,6,0
O=C(CSc1nc2[nH]ncc2c(=O)n1-c1ccc(Cl)c(Cl)c1)NCc1ccccc1Cl,-6,-5,9,17,i,-11,2,6,-105
Cc1ccc(NC(=O)CSCC(=O)Nc2ccccc2C(=O)NC2CC2)cc1,0,-6,-1,-4,i,4,-2,-2,-6
N#Cc1ccsc1NC(=O)CN1CCN(c2ccccn2)CC1,-5,-2,-15,2,i,-9,-1,-2,-6
CC(C)[C@@H]1N[C@]2(C(=O)Nc3ccccc32)[C@@H]2C(=O)N(c3cccc(C(F)(F)F)c3)C(=O)[C@@H]21,-3,-3,0,-8,i,-3,4,-6,-3
COc1ccc(/C=C/c2noc(-c3ccccc3OC(C)=O)n2)cc1,-3,5,4,2,i,15,-4,0,24
CS(=O)(=O)c1ccc2nc(NC(=O)CCNC(=O)c3ccc(Cl)cc3)sc2c1,-2,-2,15,-12,i,18,1,1,-2
COC(=O)NNC(=O)CCCOc1ccc(Cl)cc1Cl,-4,-3,1,-7,i,-3,3,4,-9
Cc1cc(N2CCCCC2)nc(N)n1,-7,9,3,10,i,13,2,-1,-14
COc1ccc(OC)c(NC(=O)CC2SC(=Nc3ccccc3)N(CCc3ccccn3)C2=O)c1 (configuration not stated),-12,-5,7,-5,i,-9,2,5,20
Cc1ccc(C(=O)N2NC(c3ccccc3F)C3C(=O)N(c4cccc(C)c4)C(=O)C32)cc1 (configuration not stated),-1,1,-1,-15,i,-4,0,0,13
C/C=C\C=C/C(=O)Nc1cccc(C2=NOC3(C2)C[C@@H](C(N)=O)N(C(=O)/C=C/CC)C3)c1 (some centres not stated),0,-2,23,15,i,9,-1,3,-6
O=C(Nc1ccccc1C(=O)NCc1cccnc1)c1cccc([N+](=O)[O-])c1,-8,0,1,-3,i,0,2,0,3
O=S(=O)(c1ccccc1)N(C1=NCCS1)S(=O)(=O)c1ccccc1,-12,4,-7,-13,i,1,-2,1,-2
COc1cccc(S(=O)(=O)N(C)C[C@@H]2Oc3cc(C#CCN(C)C)ccc3S(=O)(=O)N([C@H](C)CO)C[C@@H]2C)c1,-1,-9,-4,-27,i,-10,1,-1,-11
CCOC(=O)c1nnn(-c2nonc2N)c1-c1ccccc1Cl,-3,3,0,8,i,3,0,-4,4
CCOC(=O)c1cc(-c2csc(Nc3ccccc3Cl)n2)on1,-2,4,-2,18,i,10,0,3,29

# Structures from the list above containing four or more nitrogen atoms, in the order listed:
SMILES,bovine MsrA act,E coli Lon inh,PABP1 MLLE inh,CendR NRP1 mod,Neddylation inh,SKN-1 block,Rin1 Abl inh,MT1-MMP act inh,FAS TE block
CCCCn1c(N)c(N(CCOC)C(=O)c2ccc(-c3ccc(Cl)cc3)o2)c(=O)[nH]c1=O,-9,-10,5,3,i,-11,-1,-3,12
CCOC(=O)N1CCC(NC(=O)c2cccn3c(=O)c4cc(Br)ccc4nc23)CC1,-2,-10,3,-10,i,12,2,-5,8
O=C(CSc1nc2[nH]ncc2c(=O)n1-c1ccc(Cl)c(Cl)c1)NCc1ccccc1Cl,-6,-5,9,17,i,-11,2,6,-105
N#Cc1ccsc1NC(=O)CN1CCN(c2ccccn2)CC1,-5,-2,-15,2,i,-9,-1,-2,-6
Cc1cc(N2CCCCC2)nc(N)n1,-7,9,3,10,i,13,2,-1,-14
COc1ccc(OC)c(NC(=O)CC2SC(=Nc3ccccc3)N(CCc3ccccn3)C2=O)c1 (configuration not stated),-12,-5,7,-5,i,-9,2,5,20
C/C=C\C=C/C(=O)Nc1cccc(C2=NOC3(C2)C[C@@H](C(N)=O)N(C(=O)/C=C/CC)C3)c1 (some centres not stated),0,-2,23,15,i,9,-1,3,-6
O=C(Nc1ccccc1C(=O)NCc1cccnc1)c1cccc([N+](=O)[O-])c1,-8,0,1,-3,i,0,2,0,3
CCOC(=O)c1nnn(-c2nonc2N)c1-c1ccccc1Cl,-3,3,0,8,i,3,0,-4,4
